Bioassay records (PubChem)
zfTRPN1 agonist = zebrafish TRPN1 channel agonists, primary screen, cell-based, HEK293, calcium fluorescence | activation, % at 3 µM | HEK293 zebrafish TRPN1-YFP, Fluo-8 calcium fluorescence; 100% = response to 87 µM carbachol | transient receptor potential cation channel N1 (TRPN1/NompC), Danio rerio | hit rate 0.18% among 220,000;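 active = activation above its plate's cutoff, the mean activation of test wells on that plate plus 3 SD, cut at about 19% in these data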;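 note: 0% = DMSO alone and 100% = 87 µM carbachol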
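Assay system: Zebrafish TRPN1-YFP in HEK293 cells | Incubation: Dye loading 1 h at 37 °C, then 30 min room temperature | Measured by: Kinetic Fluo-8 fluorescence, ex 470-495, em 515-575 nm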
EP2 mod = EP2 receptor modulators, cAMP readout, primary screen, cell-based, HTRF cAMP, PGE2 stimulation. induction, % at 25 µM. Prostaglandin E2 receptor EP2 subtype (Homo sapiens), P43116. AID 940, 2007. hit rate 0.83% among 260,000. EP2-expressing cells, cAMP HTRF FRET, PGE2 co-stimulation;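 active = compounds whose cAMP rise, as percent of the full-agonist control response, exceeds 60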;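 note: rat C6 glioma line stably carrying human EP2 under a CMV promoter; the protocol text gives 20 µM as final concentration; 100% = response of wells given 1 µM PGE2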
S1P4 ag = S1P4 receptor agonists, primary screen, cell-based | Sphingosine 1-phosphate receptor 4 (Homo sapiens), O95977 | S1P4-expressing cell line, agonist reporter assay | activation, % at 4.98 µM | hit rate 0.35% among 220,000 | AID 1509, 2009; in the data active = activation above about 11%;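 note: 0% = DMSO vehicle and 100% = reference agonist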
Target sequence (O95977 whole entry, looked up): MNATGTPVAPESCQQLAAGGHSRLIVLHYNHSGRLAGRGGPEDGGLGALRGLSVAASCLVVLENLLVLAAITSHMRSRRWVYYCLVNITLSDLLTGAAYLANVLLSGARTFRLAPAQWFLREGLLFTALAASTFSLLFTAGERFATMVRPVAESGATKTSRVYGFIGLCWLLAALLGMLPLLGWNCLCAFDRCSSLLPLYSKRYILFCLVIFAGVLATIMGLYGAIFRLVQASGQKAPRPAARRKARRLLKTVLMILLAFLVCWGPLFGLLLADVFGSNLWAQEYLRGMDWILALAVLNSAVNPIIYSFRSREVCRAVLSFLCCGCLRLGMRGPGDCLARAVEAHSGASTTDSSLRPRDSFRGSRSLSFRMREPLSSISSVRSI
NPY1 pot ag = NPY-Y1 receptor potentiators or agonists, primary screen, cell-based | activation, % at 3.6 µM | AID 1304, 2008 | hit rate 0.37% among 220,000 | NPY-Y1 expressing cells, potentiator/agonist activation | Neuropeptide Y receptor type 1 (Homo sapiens), P25929; in the data active = activation above about 33%, passing the limit was not always enough;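 note: cells stimulated with NPY at EC10 then isoproterenol at EC100; 0% = low agonist plus stimulus and 100% = saturating agonist plus stimulus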
NPY2 pot ag = NPY-Y2 potentiators or agonists, primary screen, cell-based; Neuropeptide Y receptor type 2 (Homo sapiens), P49146; cells expressing NPY-Y2, potentiator/agonist read-out; activation, % at 3.6 µM; hit rate 0.45% among 220,000; in the data active = activation above about 27%;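 note: cells stimulated with NPY near EC25 plus isoproterenol at EC100; 0% = vehicle plus submaximal agonist and 100% = vehicle plus saturating agonist; some results beyond the cut were filed as inactive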
Target sequence (P49146 whole entry, looked up): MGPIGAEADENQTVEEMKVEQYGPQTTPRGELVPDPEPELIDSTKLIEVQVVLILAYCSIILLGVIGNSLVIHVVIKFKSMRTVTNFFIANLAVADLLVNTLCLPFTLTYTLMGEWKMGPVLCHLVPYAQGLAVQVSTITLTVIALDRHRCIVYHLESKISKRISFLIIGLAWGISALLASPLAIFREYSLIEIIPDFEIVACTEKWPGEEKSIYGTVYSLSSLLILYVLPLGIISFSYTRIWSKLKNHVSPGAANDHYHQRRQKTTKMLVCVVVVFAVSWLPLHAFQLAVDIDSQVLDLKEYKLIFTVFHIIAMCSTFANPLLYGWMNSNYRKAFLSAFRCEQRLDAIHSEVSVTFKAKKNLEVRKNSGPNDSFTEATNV
S1P4 antagonist = S1P4 receptor antagonists, primary screen, cell-based | Sphingosine 1-phosphate receptor 4 (Homo sapiens), O95977 | S1P4-expressing cells, antagonist mode, reporter read-out | inhibition, % at 4.98 µM | hit rate 0.26% among 220,000 | AID 1510, 2009; in the data active = inhibition above about 29%;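 note: 0% = wells stimulated with agonist and 100% = vehicle wells without agonist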
TRPML3 ag = human TRPML3 channel agonists, primary screen, cell-based, HEK293 TRPML3-YFP, Fluo-8 calcium fluorescence, 3 µM; Mucolipin-3 (Homo sapiens), Q8TDD5; 100% = the carbachol control signal; activation, % at 3 µM; hit rate 0.29% among 220,000; AID 1448, 2008;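 active = activation above its plate's cutoff, the mean activation of the plate's test wells plus 3 SD, cut at about 12% in these data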;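 note: 0% = DMSO only wells and 100% = carbachol wells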
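Test system: TRPML3-YFP stable HEK293 cells. Doses: single point at 3 µM. Incubation: dye loading 1 h 37 °C then 30 min ambient, 125 s read. Signal: Fluo-8 calcium dye fluorescence, ex 470-495, em 515-575 nm. Measure: percent activation from peak-to-basal fluorescence ratio, scaled between DMSO and carbachol.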
CHOP inhibitor = inhibitors of CHOP promoter induction, primary screen, cell-based, unfolded protein response, luciferase reporter. hit rate 3.8% among 220,000. CHO-K1 CHOP-promoter luciferase, tunicamycin-induced, 15-18 h. inhibition, % at 10 µM;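 active = compounds that reduced the stress-induced luciferase reporter signal by more than about 70% of percent inhibition, limit read from the data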;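 note: 0% = tunicamycin plus vehicle and 100% = wells without tunicamycin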
NPY Y1 blocker = NPY-Y1 receptor antagonists, primary screen, cell-based; inhibition, % at 3.6 µM; AID 1040, 2008; HEK293-CNG Y1 cells, membrane potential fluorescence; NPY at EC95, then isoproterenol; hit rate 1% among 200,000; Neuropeptide Y receptor type 1 (Homo sapiens), P25929;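 active = inhibition above the campaign mean inhibition of all tested compounds plus 3 SD, cut at about 20% in these data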;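 note: 0% = DMSO wells given NPY plus isoproterenol and 100% = isoproterenol alone without NPY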
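Material: HEK293 Y1/CNG channel cell line | Also added: NPY (25 nM), isoproterenol (1 µM), Ro 20-1724 (25 µM) | Compound: One concentration, 3.6 µM, in 0.4% DMSO | Schedule: 3 h dye uptake, 1 h room-temperature compound, 45 min post-isoproterenol | Signal: Membrane-potential fluorescent dye readout | Read-out: % inhibition of NPY effect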
An asterisk follows results filed as active; & = joins results of further samples. Hits appear at their usual frequency; about 6.5% have a hit in one of these screens.

SMILES | zfTRPN1 agonist | EP2 mod | S1P4 ag | NPY1 pot ag | NPY2 pot ag | S1P4 antagonist | TRPML3 ag | CHOP inhibitor | NPY Y1 blocker
O=C(Nc1ccc2nccnc2c1)c1cnccn1 | 0.7 | 10 | 0.8 | -4 | -9 | 0 | 0.9 | 15 | -4
C/C(=N/OC(=O)c1c(-c2ccccc2Cl)noc1C)c1cnccn1 | -0.7 | 12 | 2.0 | 4 | -20 | -10 | 0.1 | 46 | 2
CC1CN(CCOc2ccc([N+](=O)[O-])cc2)CC(C)O1 (stereo not given) | 0.1 | 37 | 0.3 | 20 | 6 | -7 | 1.1 | 14 | -2
COc1ccc(-c2nnn(CC(=O)N(CC(=O)NC3CCCC3)Cc3cccs3)n2)cc1OC | 0.9 | 5 | -1.5 | -4 | -4 | -7 | -0.1 | 5 | 7
CN(C)S(=O)(=O)c1ccc(C(=O)NCC(=O)N/N=C/c2ccccc2Cl)cc1 | -1.1 | -71 | 1.2 | 19 | 20 | -8 | 0.4 | 17 | 4
O=C(Nc1ccc(Cl)cc1C(F)(F)F)c1ccccc1Cl | -1.7 | 3 | -1.2 | 4 | 6 | -7 | -0.4 | 1 | 7
CC(=O)Nc1ccc(C(=O)OCc2ccccc2Br)cc1 | -0.7 | 10 | 0.3 | 9 | 27 | -7 | 0.6 | -2 | -2
Cc1cccc(NCc2nnc(-c3ccccc3)o2)c1C | 2.4 | -34 | -0.6 | -8 | -4 | -23 | 0.1 | -3 | -4
CN(c1cccc(NC(=O)Nc2cccc(Cl)c2)c1)S(C)(=O)=O | 13 | -24 | 0.9 | -33 | 6 | -1 | 4.1 | 60 | -5
CC(C)C(=O)Nc1ccc(C(=O)NC2CCSC2=O)cc1 (stereo not given) | 0.1 | -15&-38 | 0.7 | -5 | -4 | -9 | 0.6 | -5 | -8
CC(C)NC(=S)Nc1ccc2cn[nH]c2c1 | -0.7 | 14 | 1.0 | 3 | 9 | 9 | 0.6 | 18 | 3
COc1ccc(OCC(O)CN(C2CCCCC2)C2CCCCC2)cc1 (stereo not given) | -1.0 | 6 | -1.9 | -43 | -14 | 0 | 1.1 | -25 | 6

3 entries from above in another layout.
Below each SMILES – zfTRPN1 agonist	EP2 mod	S1P4 ag	NPY1 pot ag	NPY2 pot ag	S1P4 antagonist	TRPML3 ag	CHOP inhibitor	NPY Y1 blocker
> O=C(Nc1ccc2nccnc2c1)c1cnccn1
 : 0.7	10	0.8	-4	-9	0	0.9	15	-4
> CC(=O)Nc1ccc(C(=O)OCc2ccccc2Br)cc1
 : -0.7	10	0.3	9	27	-7	0.6	-2	-2
> COc1ccc(-c2nnn(CC(=O)N(CC(=O)NC3CCCC3)Cc3cccs3)n2)cc1OC
 : 0.9	5	-1.5	-4	-4	-7	-0.1	5	7

(cont.)
SMILES | zfTRPN1 agonist | EP2 mod | S1P4 ag | NPY1 pot ag | NPY2 pot ag | S1P4 antagonist | TRPML3 ag | CHOP inhibitor | NPY Y1 blocker
Cc1cc(NC(=O)c2cccc(S(=O)(=O)N3CCCCCC3)c2)no1 | 0.8 | -50 | -0.1 | 15 | 0 | -8 | 0.4 | -8 | 6
O=C1CN(S(=O)(=O)c2ccccc2)CC(=O)N1CCc1ccccc1 | -1.1 | -20 | -0.1 | -6 | 11 | -14 | 1.6 | 8 | -4
Fc1cccc(C2CC(c3cccc(Br)c3)Nc3nnnn32)c1 (stereo not given) | 1.6 | -5 | -1.2 | 7 | 11 | 7 | 1.3 | 83* | 8
Cc1ccc(-n2nc(C(=O)c3ccccc3)n3c(=O)c(Cc4ccccc4)nnc23)cc1 | 1.1 | 32 | -2.7 | -41 | -21 | -16 | 0.6 | 50 | 17
CC(C)OC(=O)c1c(NC(=O)Cn2cnc([N+](=O)[O-])n2)sc2c1CCCC2 | 1.2 | 47 | -0.6 | 11 | -6 | -22 | -0.1 | 93* | 1
CCOc1ccc2nc3c(cc2c1)CN(CCOC)C(=NCCOC)S3 | -0.7 | 46 | 2.2 | -10 | 10 | -24 | -0.2 | -2 | 2
CSc1ccc(/C=C(\NC(=O)c2ccc(C)cc2)C(=O)Nc2cccc(C)c2)cc1 | 0.3 | 7 | 0.0 | -21 | -8 | -16 | 0.9 | 20 | 16
Cc1cccc(NC(=O)CNC(=O)COc2ccc(C(=O)c3ccc(F)cc3)cc2)c1C | 1.5 | -11 | 0.8 | -7 | 1 | -3 | 0.5 | 48 | 4
O=c1c2ccccc2c2c(O)nc(-c3ccccc3)n2n1Cc1ccccc1 | 0.7 | 23 | -4.4 | 5 | 1 | -18 | 0.4 | 22 | 5
COC(=O)c1sccc1NC(=S)N1CCC(C(N)=O)CC1 | 0.6 | -1 | 1.4 | 6 | -9 | -2 | 0.4 | -9 | -1
COc1ccc(C2CC(c3cccc(Cl)c3)n3nc(N)nc3N2)cc1 (stereo not given) | 3.3 | -5 | 1.0 | -1 | -2 | 2 | 1.8 | 7 | -6
CCCc1noc2c1/C(=N\O)CC(c1ccccc1)C2 (stereo not given) | -1.1 | 25 | 2.3 | -9 | -5 | -6 | -0.9 | 18 | -1
O=C(COC(=O)c1ccc(S(=O)(=O)N2CCOCC2)cc1)NC1CCCCCCC1 | 3.0 | -30 | 0.5 | 7 | -4 | -14 | 1.1 | 3 | 3
Cc1[nH]c(=O)[nH]c(=O)c1S(=O)(=O)Nc1ccc(Oc2ccccc2)cc1 | 0.7 | 8 | 1.3 | -3 | -5 | -24 | 0.4 | 27 | 0
O=C(NC1CCCCC1)C1CC(O)CN1C(=O)OCc1ccccc1 (stereo not given) | 0.5 | 14 | -0.3 | -2 | -5 | -3 | 1.4 | 7 | 5
O=C(O)CNC(=S)N(Cc1ccccc1Cl)C1CCCC1 | -0.7 | -11 | 0.0 | 0 | 8 | -5 | 1.1 | 17 | 6
Cc1ccc(-c2cnc(N)n2C)cc1C | 1.0 | -30 | 1.2 | -23 | -10 | -21 | 1.0 | -8 | 8
O=C(Cc1cccs1)N(c1ccc(Cl)cc1)C1C=CS(=O)(=O)C1 (stereo not given) | -0.3 | -1 | -0.8 | -14 | 11 | 4 | -0.2 | -27 | -6
O=C(Cc1ccc(S(=O)(=O)N2CCCC2)s1)Nc1nc2c(s1)CCCC2 | 0.4 | 29 | 0.1 | 2 | 5 | -2 | 0.0 | -19 | 1
Cn1c(=O)c2cn(-c3ccccc3)cc2n(C)c1=O | 0.8 | -9 | 0.9 | -6 | 12 | -12 | -0.2 | -4 | 8
CCCNC(=O)CN(Cc1ccccc1F)S(=O)(=O)c1ccc(C)cc1 | -0.7 | 30 | -1.3 | 10 | 5 | 4 | 0.2 | 19 | 3
Cc1ccnn1CC(=O)N/N=C/c1cccs1 | 0.1 | -1 | -1.2 | 4 | -1 | -9 | 0.9 | -12 | 3
O=C(NCCC1=CCCCC1)Nc1ccc2nsnc2c1 | 8.0 | -77 | 0.4 | 18 | -8 | 6 | 5.5 | 31 | -1
CCO[C@H]1OC(C(N)=O)=C[C@@H](C)[C@@H]1CCCO | -0.1 | -17 | 0.6 | -20 | -9 | -5 | 0.2 | 37 | 1
COc1ccccc1Nc1cc(N2CCOCC2)c2nonc2c1[N+](=O)[O-] | -0.6 | 22 | -0.3 | -7 | -7 | -6 | 0.2 | -32 | -4
Cc1ccc(C)c(N2CCN(C(=O)c3cn(C)c4ccc(S(=O)(=O)N(C)C)cc4c3=O)CC2)c1 | 0.2 | 6 | -1.7 | -14 | -6 | -10 | 0.2 | -1 | 4
CCCS(=O)(=O)c1c(S(=O)(=O)CCC)c2c3ccccc3ccn2c1C(=O)OC | -0.2 | 36 | -1.6 | -24 | -7 | -8 | 2.5 | -13 | -7
Cc1ccc2c(C(=O)CN3CCN(C4CCCCC4)CC3)c(C)[nH]c2c1 | 0.6 | -26 | -0.8 | -6 | 8 | -2 | 0.7 | 13 | -2
O=C(N/N=C/c1cccs1)c1cc(-c2ccc3ccccc3c2)n[nH]1 | 0.3 | -51 | -1.3 | -14 | -3 | -5 | -0.8 | 69 | -1
O=C1c2ccccc2CCC12N=NCC2c1ccccc1 (stereo not given) | -0.6 | 39 | -1.4 | 7 | 4 | -5 | 1.2 | -6 | 2
CNc1nc(N)c(C(=O)C23CC4CC(CC(C4)C2)C3)s1 | 0.2 | 17 | -0.2 | 27 | 31* | 5 | 1.5 | 35 | -6
CN1CCN(c2ncnc3c2cnn3-c2ccc(Cl)cc2)CC1 | 2.8 | -14 | -0.4 | 23 | 14 | 3 | 0.6 | 8 | -5
COc1cc2[nH]c3c(Cl)ncnc3c2cc1OC | 0.0 | -1 | 0.5 | -13 | 6 | -22 | -0.3 | 32 | -1
O=C(CCc1nc2ccccc2[nH]1)Nc1ccccc1F | 0.7 | -4 | -1.8 | 0 | -23 | 4 | -0.5 | 32 | 6
COc1ccc(NC(=O)c2ccccc2NC(=O)c2ccco2)c(OC)c1 | 0.6 | 16 | 2.6 | -18 | -13 | 6 | -0.7 | -9 | -1
Cc1cccc(N=C2Sc3nc4c(C)c(C)ccc4cc3CN2CCN2CCOCC2)c1 | 1.3 | 11 | 2.9 | -35 | -19 | 4 | 0.0 | -3 | 4
Cc1ccc(N(C(=O)c2ccc(S(=O)(=O)N3CCOCC3)cc2)C2C=CS(=O)(=O)C2)cc1C (stereo not given) | 1.1 | -28 | 0.3 | 13 | -8 | 0 | 0.7 | -4 | 3
C=CCOc1ccc(Br)cc1CNCC | 2.0 | -7 | 0.8 | -10 | -11 | 6 | 0.9 | -2 | 13
O=C(COC(=O)/C=C/c1cccc(Cl)c1)NCCc1ccccc1 | -0.2 | -71 | 0.0 | -21 | -3 | -12 | 0.4 | 14 | 8
Cc1nc(N2CCC(C)CC2)c2c(C)c(C(=O)Nc3ccc(C(F)(F)F)cc3)sc2n1 | -0.9 | 11 | -1.4 | -5 | -14 | -8 | 0.6 | 52 | -2
CCOC(=O)C1=C(C)OC(N)=C(C#N)C1c1cncc(-c2ccc(F)cc2)c1 (stereo not given) | 0.2 | -17 | -0.2 | -25 | -25 | -25 | 0.5 | 39 | -1
CCOC(=O)c1c(C)oc2ccc(O)c(CN3CCCCC3)c12 | -0.6 | 18 | -0.7 | -32 | -10 | 5 | 0.2 | 1 | 27*
CC(C)(C)c1ccc(C(=O)NC(=S)Nn2cnnc2)cc1 | 0.6 | -7 | -1.6 | 11 | 15 | -8 | 1.1 | -4 | 3
